PTHR1 agonist = agonists of human PTHR1 parathyroid hormone receptor. HEK293 GP2 PTHR1 cells, GloSensor cAMP luminescence, 1 h. Potency, µM (series often up to 115 µM), inactives show at the highest dose activation, usual class: activators. 410,000 tested, 0.075% active. AID 743266; further: nearly all actives have a fitted effect of over 55% in size; some results filed as inactive show a strong effect at the top dose; inactives centre near -15; many of its hits are not listed in these tables
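HEK-293-derived GP2 cells expressing PTHR1 and a GloSensor cAMP reporter, 3,000/well, plated overnight, given luciferin plus IBMX (each 0.5 mM as added) for 1 h at 37 °C, then compound for 1 h at 37 °C. Luminescence was read after 15 min at room temperature.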
aSyn rescue = alpha-synuclein toxicity inhibition in yeast; Yeast expressing alpha-synuclein, growth rescue, BacTiter-Glo, 24 h; Potency, µM (series often up to 46.1 µM), inactives show at the top dose growth rescue (activation), most hits filed as activators; 370,000 tested, 0.14% active; AID 652106; further: % of control where 0% means no effect; nearly all actives have a fitted effect of over 65% in size
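Rescue of yeast growth: cells expressing toxic alpha-synuclein, induced in galactose at OD600 0.02, incubated with compound 24 h at 30 C. ATP luminescence quantified growth; inhibitors of toxicity appear as activators.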
EPAC1 antagonist = blocks human EPAC1 exchange factor; 360,000 tested, 0.14% active; EPAC1 GEF assay, Rap1b-BODIPY-GDP exchange fluorescence; O95398; Potency, µM (titrated, usually from 115 µM), inactives show at the top dose activity change, negative = inhibition, most hits filed as inhibitors;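 further: plate controls were vehicle for no effect and positive control for full effect; nearly all actives have a fitted effect of over 50% in size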
EPAC1 agonist = agonists of human EPAC1. O95398. EPAC1 agonist qHTS, biochemical assay; response scale: 100% = response to 6.5 mM cAMP. 360,000 tested, 0.073% active. Potency, µM (titrated, usually from 154 µM), inactives show at the top dose activation, most hits filed as activators; further: nearly all actives have a fitted effect of over 60% in size
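Compounds were pinned as a concentration titration into mixtures of EPAC1 (100 nM), BODIPY-GDP-loaded Rap1B (250 nM) and GDP (50 uM). After 5 min at room temperature, fluorescence was followed for 30 min; activity was scaled to 6.5 mM cAMP.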
TDP-43 yeast inh = inhibitors of TDP-43 toxicity in yeast; TDP-43 expressing yeast growth rescue, BacTiter-Glo, 24 h; Potency, µM (doses to about 46.1 µM), for inactives: at the highest dose growth rescue (activation), usual class: activators; 410,000 tested, 1.8% active; further: % of control where 0% means no effect; nearly all actives have a fitted effect of over 50% in size
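Cell-based yeast growth screen: TDP-43 expression induced in galactose, inoculum OD600=0.02 after raffinose pregrowth to mid-log. Read-out BacTiter-Glo luminescence at 24 hr, 30 deg C; inhibition of toxicity seen as signal increase.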
FUS yeast rescue = FUS proteinopathy suppression in yeast; S. cerevisiae FUS-expressing, growth rescue, OD600, 24 h; Potency, µM (titrated, usually from 76.6 µM), for the others: at the highest dose growth rescue (activation), actives largely listed as activators; 390,000 tested, 0.24% active; AID 1347120;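 further: plate controls were DMSO vehicle for no effect and reference control for full effect; nearly all actives have a fitted effect of over 55% in size; some results filed as inactive show a strong effect at the top dose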
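Yeast expressing FUS under galactose induction, OD 0.005 in 2% galactose medium; compounds in a dilution series, 24 h at 30C. Growth rescue by absorbance at 600 nm; CP55940 positive control, DMSO negative.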
EPAC2 antagonist = antagonists of human EPAC2; EPAC2 GEF exchange of Rap1B-BODIPY-GDP, fluorescence; Potency, µM (highest dose often 114 µM), inactives show at the highest dose activity, negative = inhibition, hits mostly inhibitors; 360,000 tested, 0.18% active; further: on the % scale 0 is the no-effect control and ±100 the full control effect; nearly all actives have a fitted effect of over 45% in size; many of its hits are not listed in these tables
Target sequence (Q8WZA2 whole entry, looked up): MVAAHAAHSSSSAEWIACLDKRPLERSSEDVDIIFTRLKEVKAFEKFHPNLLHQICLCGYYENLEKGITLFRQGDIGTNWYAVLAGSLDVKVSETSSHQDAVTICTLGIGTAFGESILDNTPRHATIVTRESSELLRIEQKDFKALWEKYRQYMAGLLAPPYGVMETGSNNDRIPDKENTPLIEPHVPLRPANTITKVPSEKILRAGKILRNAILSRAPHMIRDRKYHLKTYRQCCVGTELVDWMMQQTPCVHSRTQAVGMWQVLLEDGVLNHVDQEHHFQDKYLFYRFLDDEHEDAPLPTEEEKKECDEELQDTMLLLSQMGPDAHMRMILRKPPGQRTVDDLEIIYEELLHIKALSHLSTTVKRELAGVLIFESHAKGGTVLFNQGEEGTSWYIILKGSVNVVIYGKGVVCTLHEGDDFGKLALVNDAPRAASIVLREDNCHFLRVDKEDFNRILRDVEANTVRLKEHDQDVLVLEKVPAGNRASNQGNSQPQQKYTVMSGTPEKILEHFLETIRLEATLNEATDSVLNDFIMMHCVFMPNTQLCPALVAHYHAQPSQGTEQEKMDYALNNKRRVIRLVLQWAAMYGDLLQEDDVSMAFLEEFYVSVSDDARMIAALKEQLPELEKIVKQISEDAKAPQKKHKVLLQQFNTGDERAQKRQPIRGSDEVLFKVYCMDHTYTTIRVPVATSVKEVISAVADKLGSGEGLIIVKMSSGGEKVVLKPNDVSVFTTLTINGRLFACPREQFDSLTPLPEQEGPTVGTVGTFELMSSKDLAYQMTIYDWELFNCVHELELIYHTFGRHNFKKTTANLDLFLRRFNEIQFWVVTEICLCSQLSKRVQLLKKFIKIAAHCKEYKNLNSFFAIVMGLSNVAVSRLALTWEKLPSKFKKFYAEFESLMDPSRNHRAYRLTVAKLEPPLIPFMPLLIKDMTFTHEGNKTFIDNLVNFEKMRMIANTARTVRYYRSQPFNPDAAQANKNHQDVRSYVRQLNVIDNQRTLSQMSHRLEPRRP
EPAC2 ag = EPAC2 (human) agonism; 360,000 tested, 0.079% active; AID 720711; EPAC2 activation, biochemical qHTS; response scale: 100% = 6.5 mM cAMP response; Q8WZA2; Potency, µM (doses to about 154 µM), without a hit: top-dose activation, most hits filed as activators; further: nearly all actives have a fitted effect of over 50% in size
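Each well held 100 nM EPAC2, 250 nM RAP1B-BODIPY-GDP and 50 uM GDP. Fluorescence, read at 5-min intervals to 30 min, was referenced to a 6.5 mM cAMP positive control.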
Starred values were filed as active, the others as inactive; i = inactive; ? = inconclusive; nt = not tested or not shown; [ ] = dose if it differs, or a comment. The call rests on the fitted dose curve; in most records, active means well fitted curve in the direction sought with a large enough effect; inconclusive means small, poorly fitted or top-dose-only effect, or another doubt; inactive means no such curve, though single readings can be large; an effect the other way counts as inactive or inconclusive. Potency means the concentration at half of the fitted maximal effect. These rows are one share of the data. The share of hits here may be higher or lower than overall.

SMILES	PTHR1 agonist	aSyn rescue	EPAC1 antagonist	EPAC1 agonist	TDP-43 yeast inh	FUS yeast rescue	EPAC2 antagonist	EPAC2 ag
C=CCn1c(C)cc(C(=O)CSc2nnc(-c3cccc(S(=O)(=O)N(CC)CC)c3)o2)c1C	i	-1.0%	8.8%	-2.0%	-6.5%	24.3%	5.8%	-5.4%
CC(=O)c1ccc(NC(=O)c2noc3c2CCC3)cc1	-80.9%[inhibitor]	-8.6%	11.3%	-0.4%	10.0%	9.1%	2.3%	5.3%
CCOc1ccc(/C=C(\C)C(=O)c2c(C)cc(C)[nH]c2=O)cc1	i	-0.4%	-6.9%	2.7%	10.9%	-7.6%	7.2%	2.6%
Cc1cc(C)cc(N(CC(=O)NC2CCC(C)CC2)S(=O)(=O)c2c(C)noc2C)c1 (configuration not stated)	-7.9%	0.5%	-23.1%	-10.2%	15.2%	-3.6%	-9.4%	-4.5%
O=C(CSC(=S)N1CCCCC1)Nc1ncc2c(n1)CCCC2=O	-1.5%	2.1%	-6.1%	-11.9%	2.2%	-3.3%	0.2%	3.2%
c1ccc2c(c1)nc(N1CCOCC1)c1nnnn12	-24.5%	-7.1%	9.8%	-12.7%	8.8%	-34.7%	-0.7%	-6.9%
CCC1CCCCN1S(=O)(=O)c1ccc(NC(=O)c2cccnc2)cc1 (configuration not stated)	i	-19.0%	15.1%	-1.5%	-30.2%[inhibitor]	nt	10.9%	2.8%
CCCCNC(=O)[C@@H]1CCCN1S(=O)(=O)c1cccc2cccnc12	-20.1%	0.1%	-2.7%	4.9%	16.8%	-20.8%	3.2%	5.3%
CC(/C=C1\SC(=S)N(CCC(=O)Nc2ccccc2O)C1=O)=C\c1ccccc1	i	1.5%	5.1%	-0.8%	13.8%	nt	9.6%	-5.6%
CCOC(=O)c1c(C)oc2ccc(N(C(=O)c3ccncc3)S(=O)(=O)c3ccc(F)cc3)cc12	i	-1.7%	nt	nt	?	?	nt	nt
Cc1ccc(CCNC(=O)CCc2nc3ccccc3[nH]2)cc1	-17.2%	-4.3%	8.6%	-1.8%	-22.8%	nt	25.0%	-0.6%
CCCCCn1c(Sc2ncccn2)nc2c1c(=O)[nH]c(=O)n2C	i	-0.2%	1.2%	2.3%	-6.2%	-45.5%	8.3%	-6.8%
O=c1oc2cc(OCc3c(F)c(F)c(F)c(F)c3F)ccc2cc1-c1ccccn1	i	-10.4%	-0.8%	7.6%	17.1%	nt	10.8%	2.5%
COC(=O)c1ccc(NC(=O)CN(c2ccc(C)cc2)S(=O)(=O)c2c(C)nn(C)c2C)cc1	i	8.3%	-2.1%	5.8%	-10.7%	3.6%	-1.6%	1.5%
O=C(CNc1cccc(S(=O)(=O)N2CCOCC2)c1)Nc1cccc(Br)c1	-19.6%	2.2%	9.2%	-3.8%	-17.0%	18.2%	6.1%	2.0%
COc1ccc(OC)c(NC(=O)c2c(NC(=O)CCC(=O)O)sc3c2CCCCC3)c1	-39.4%	-14.5%	12.6%	4.2%	?	nt	-0.8%	4.9%
CN(C(=O)c1ccccc1OCc1ccc(F)cc1)c1c(N)n(Cc2ccccc2)c(=O)[nH]c1=O	-3.6%	-4.8%	-3.9%	-3.9%	16.8%	15.5%	-5.7%	-3.8%
CCCn1c(=O)n(C)c(=O)c2c(SCc3cc(C(C)=O)ccc3OCC)nc(C3CC3)nc21	i	-1.3%	10.4%	3.9%	9.3%	61.9%	2.1%	6.8%
Cc1ccc(OCC(=O)N2CCN(C(=O)c3ccco3)CC2)cc1	i	4.6%	13.3%	2.8%	22.1%	-1.8%	1.3%	5.1%
CNC(=O)C[C@@H]1CC[C@@H]2[C@H](COC[C@H](O)CN2S(=O)(=O)c2ccccc2Cl)O1	-2.5%	-8.9%	0.5%	-0.6%	8.8%	-9.2%	3.6%	8.3%
CCCCCCOc1ccc(NC(=O)CC2C(=O)N(CC)C(=S)N2Cc2ccco2)cc1 (configuration not stated)	-21.1%	14.1µM*	-19.9%	-6.9%	?	nt	-2.9%	1.6%
C/C(=N/Oc1nc(C)cc(C)n1)c1ccc(F)cc1	-5.5%[57.5 µM]	-11.8%	-7.9%	2.7%	-3.6%	-14.1%	-3.6%[57.1 µM]	-2.6%
O=C(NC1CCCC1)c1cc(=O)[nH]c2ccccc12	i	-7.5%	-1.1%	19.8%	0.0%	-2.0%	1.4%	7.7%
COc1cccc(C(=O)O/N=C(\C)c2cnccn2)c1	-13.3%	-1.4%	18.0%	6.2%	25.2%	-9.8%	-5.2%	5.6%
Nc1ccccc1SCc1c(Cl)cccc1Cl	i	15.1%	-8.3%	12.6%	29.0%	-8.8%	?	18.0%
O=C(COC(=O)C1CC2C=CC1C2)NCc1ccco1 (configuration not stated)	i	1.4%	-13.4%	0.9%	-0.4%	12.6%	1.4%	?
Cc1nc2cc(-c3ccccc3)nn2c(N)c1-c1ccccc1	-88.7%[inhibitor]	-11.4%	3.0%	-3.6%	18.8%	-7.3%	12.2%	2.6%
O=C(Nc1ccccc1Oc1ccccc1)c1cc([N+](=O)[O-])ccc1Cl	i	-5.2%	5.7%	13.5%	3.2%	nt	-9.9%	13.0%
COc1ccccc1CN1C[C@@H]2C[C@@H](c3ccc(Cl)cc3)N3CCC[C@@]23C1=O	-3.5%	-9.1%	13.1%	9.0%	-14.7%	9.0%	-16.2%	5.4%
CC(C)C(NC(=O)c1ccc(C(C)(C)C)cc1)C(=O)NCC1(N(C)C)CCCCC1 (configuration not stated)	i	-2.5%	3.5%	-2.4%	15.6%	-5.3%	0.0%	0.3%
COc1ccc(OC)c(/C=N\NC(=O)c2ccc(-c3ccccc3)cc2)c1	-6.5%	6.1%	-4.1%	-12.9%	?	23.7%	-3.1%	1.1%
O=C(NC1CCCCC1)[C@@H]1CC=C[C@@H]2CCN(C3CCCCC3)C(=O)[C@@H]21	-26.0%	?	8.6%	9.5%	12.5%	2.0%	-7.1%	7.6%
O=C1CC(N(CCc2ccccc2)C(=S)Nc2cc(Cl)ccc2Cl)C(=O)N1c1c(Cl)cccc1Cl (configuration not stated)	-3.0%[57.5 µM]	7.0%	-7.7%	-2.7%	14.5%	12.0%	4.1%	3.1%
Cc1cc(=O)oc2c1ccc1ccccc12	-1.3%	3.1%	13.6%	9.6%	?	-18.8%	-0.2%	12.4%
COc1ccc(C2=NOC3(CC(=O)N(c4ccc(C)cc4)C3=O)C2)cc1 (configuration not stated)	i	3.1%	-2.4%	-1.2%	-10.2%	17.1%	-2.3%	3.1%
Cn1c(C(=O)NCCN2CCOCC2)cc2c(=O)n3ccccc3nc21	-22.6%	-1.4%	9.9%	-6.4%	-3.7%	-6.0%	-5.2%	7.7%
CCN1C(c2ccc(F)cc2)=CS/C1=C(\C#N)c1nnc2n1-c1ccccc1SC2	-56.6%[inhibitor]	2.6%	-6.3%	17.1%	-10.0%	0.0%	-6.4%	12.0%
COC(=O)[C@]12CCCCC=C1N(CCc1ccc(OC)c(OC)c1)C(=O)[C@H](CC(=O)NCc1cccs1)C2	-24.0%	7.4%	9.3%	-3.8%	20.0%	22.1%	-6.8%	4.7%
COc1ccc(-n2c(=O)c3c4c(sc3n(CC(=O)NCC3CCCO3)c2=O)CCCC4)c(OC)c1 (configuration not stated)	?	9.1%	-18.4%	11.5%	-19.0%	22.8%	-16.7%	3.9%
CCCCC(=O)N(CCOC)c1nnc(-c2ccc(OC)cc2)s1	-3.5%[57.5 µM]	10.9%	-0.3%	-1.2%	-1.9%	3.8%	12.4%	-4.5%
O=c1ccsc2ccccc12	28.1%	-11.7%	-7.7%	2.0%	-15.7%	15.4%	1.1%	11.9%
Cc1nnc(N(C)C(=O)c2cccnc2)s1	-24.6%[57.5 µM]	0.3%	0.2%	8.3%	-6.5%	25.5%	-4.3%	9.4%
COCCn1cc(C(=O)NCc2cccs2)c2c3ccccc3n(C)c2c1=O	i	8.0%	1.1%	-3.9%	-11.1%	11.5%	7.4%	9.1%
CCN1C(=O)[C@H]2[C@@H](c3ccc(OC)cc3)N[C@]3(CCCN(Cc4ccc(Cl)cc4)C3=O)[C@H]2C1=O	-13.6%	-4.4%	22.0%	-18.8%	-7.5%	8.5%	4.4%	5.8%
CCOC(=O)CCP(=O)(O)C(C)(O)c1ccccc1 (configuration not stated)	-8.5%[57.5 µM]	-1.4%	14.6%	-1.7%	-13.4%	2.7%	7.2%	-2.8%
CC(=O)c1cc(NC(=O)c2ccccc2)c(=O)oc1/C=C/N(C)C	-5.4%	5.5%	-7.6%	4.2%	28.0%	27.9%	30.0%	24.5%
CCOC(=O)C1(C/C(C)=N/NC(N)=O)CC(C)OC1=O (configuration not stated)	i	1.2%	-12.8%	-4.5%	-4.1%	-2.0%	13.6%	7.3%
COc1ccc(C2Nc3ccccc3NC3=C2C(=O)CC(C)(C)C3)cc1OC (configuration not stated)	i	-1.7%	-4.6%	6.8%	-0.8%	-3.2%	-9.9%	-1.1%
O=C(Nc1nc(-c2ccccn2)cs1)c1ncc(Cl)c(Cl)c1Cl	-24.7%[57.5 µM]	7.94µM*	5.6%	9.3%	3.55µM*	47.3%	-0.2%	4.8%
Cc1sc2ncnc(N(C)Cc3ccco3)c2c1C	-15.7%[57.5 µM]	-0.1%	-11.0%	0.0%	28.9%	-5.8%	2.3%[57.1 µM]	5.8%

Carrying on.
SMILES	PTHR1 agonist	aSyn rescue	EPAC1 antagonist	EPAC1 agonist	TDP-43 yeast inh	FUS yeast rescue	EPAC2 antagonist	EPAC2 ag
Cc1cc(C)c2cccc(N)c2n1	-22.3%	1.3%	?	-3.6%	-13.4%[0.397 µM]	11.7%	2.3%	-4.3%
C/C(=N\NC(=O)c1cc(-c2ccc(C)s2)[nH]n1)c1ccco1	i	-8.1%	-15.8%	-0.8%	2.7%	0.6%	-11.3%[57.1 µM]	14.1%
COc1ccc(C(=O)C2CCCN(C(=O)CCc3scnc3C)C2)c(C)c1 (configuration not stated)	-12.9%	8.0%	-4.8%	-1.4%	7.6%	4.7%	8.0%	11.3%
COC(=O)c1ccccc1S(=O)(=O)N(Cc1cc2ccc(OC)cc2[nH]c1=O)CC1CCCO1 (configuration not stated)	-15.0%	-0.5%	4.6%	8.0%	-12.4%	nt	-5.7%	13.3%

Source: PubChem BioAssay
